# P. falciparum M17LAP: P. falciparum M17LAP inhibitors, primary screen, biochemical, fluorogenic H-Leu-NHMec substrate, 1536-well (AID 1619). recombinant M17LAP, H-Leu-NHMec fluorogenic kinetic assay; higher % means a stronger effect. inhibition, % at 30 µM, or IC50 in µM where a hit was titrated. hit rate 0.38% among 220,000;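 active = compound inhibiting the enzyme by more than half at any dose during confirmatory dose-response retesting; inconclusive = strong single-dose inhibitors picked by rank but not retested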;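 also: plate controls were full reaction with DMSO carrier for no effect and no enzyme background for full effect; strong numbers were not always called active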
# Ins promoter up: MIN6 insulin promoter up-regulation | MIN6 insulin promoter-GFP reporter, high-content imaging; active compounds read high | AID 1625 | hit rate 0.3% among 190,000 | z-score at 5 µM;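 active = z-score above 3 at 5 µM with at least 500 cells counted in the well; inconclusive = wells under 500 cells, flagged as cytotoxic or low count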
# Yfh1-off respiration: enhancers of respiration in Yfh1-depleted yeast, dose response, Friedreich's ataxia, plus single-dose screen (AID 1465); fold induction at 50 µM, or EC50 in µM where a hit was titrated; S. cerevisiae Yfh1-off respiration, WST-1 reduction, 72 h; higher fold induction means a stronger effect; hit rate 0.074% among 220,000;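 active = fold induction of absorbance versus untreated yeast above a set limit, then at least 30% activation at any dose in follow-up; inconclusive = repeats straddling the limit, or above it without dose testing; inactive = fold induction below the set limit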;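 also: activators that raise dye reduction in frataxin-depleted yeast; strong numbers were not always called active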
# MT stabilizer: stabilizes microtubules in HeLa cells | HeLa tubulin immunostaining HCS, 24 h; share of cells brighter than vehicle mean+2SD | % tubulin-high responders, % at 10 µM | hit rate 0.83% among 200,000 | AID 2205;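 active = plate Z-score above 3 for both tubulin-high and condensed-nucleus cell shares, with cell loss under 80%, at 10 µM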;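 also: anti alpha tubulin signal scored within the nucleus-defined area of each cell; some results filed as inactive read as strong as hits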
# Dynein transport: blocks dynein driven cargo transport along microtubules | 3617.4 mouse cells, GR-EGFP nuclear translocation imaging; test concentration mostly 20 µM; stimulated with dexamethasone, 1 µM; active compounds read low | z-score, hits read low | hit rate 0.47% among 220,000;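 active = plate z-score of nuclear minus cytoplasmic receptor signal below a set negative limit, without overly bright fluorescence or cell loss, cut at about -3.5 in these data, passing the limit was not always enough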;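 also: z-score of nuclear minus cytoplasmic ring GR-EGFP intensity difference per well; some compounds called inactive have numbers as strong as hits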
#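 medium = tetracycline-free induction medium containing charcoal-stripped FBS | also added = 1.0 µM final dexamethasone stimulus | schedule = 48 h induction, 1 h compound, 30 min dex at 37 °C | technique = fixed, Hoechst-stained cells imaged at 10x for EGFP | measure = GR-EGFP nuclear translocation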
# Autophagy mod: autophagy modulation, high-content screen. calls only at 10 µM (by protocol). MEF GFP-LC3 puncta imaging; test concentration mostly 10 µM. hit rate 0.98% among 190,000;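 active = percentage of spot-positive cells more than 3 SD above its plate mean, without a fluorescence outlier flag or 80% toxicity; inconclusive = no clear call, values can overlap the other calls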;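 also: spot-positive cell cutoff set from DMSO-treated cells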
# Lipid droplet: modulators of hepatic lipid droplet formation | AML12 mouse hepatocytes, oleate lipid droplets, BODIPY imaging | inhibition, % at 6.5 µM | hit rate 0.4% among 240,000 | AID 1656;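 active = lipid droplet intensity inhibited by at least 50%, with more than 500 cells counted; inconclusive = wells with under 300 cells, treated as cytotoxic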
#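 System: AML12 hepatocytes (mouse). Probe or stimulus: oleic acid at 100 µM to induce lipid droplet formation. Times: overnight treatment with compound plus oleate. Detection: Image-based BODIPY and DAPI two-channel analysis. Evaluation: percent inhibition of filter-corrected integrated lipid droplet intensity per well.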
# ER stress rescue: rescue of cells from ER stress-induced death, primary screen, 384-well, CSM14.1, thapsigargin, ATP luminescence (AID 1222). cellular ATP content (survival), % at 20 µM; hits with a dose series show EC50 in µM. 190,000 tested, under 10 active. CSM14.1 thapsigargin-induced death rescue, ATP luminescence; higher % means a stronger effect;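 active = EC50 below 50 µM in the dose-response confirmation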;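 also: death triggered by thapsigargin at about 15 µM added after 2 h compound pretreatment; cell ATP read after overnight thapsigargin exposure of roughly 18 to 22 hours; normalized against plate controls of thapsigargin alone and 5% DMSO vehicle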
# M1AAP inhibition: malaria alanyl aminopeptidase activity blockers – biochemical, fluorogenic H-Leu-NHMec substrate, 1536-well (AID 1445) | recombinant M1AAP, H-Leu-NHMec fluorogenic kinetic assay; higher % means a stronger effect | one-dose inhibition, % at 30 µM; IC50 in µM for titrated hits | hit rate 0.42% among 220,000;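 active = primary inhibition above the hit cutoff, then over 50% inhibition at one or more dose response concentrations, cut at about 23% in these data, passing the limit was not always enough; inconclusive = conflicting primary data, or primary hits not chosen for dose response; inactive = low primary inhibition, or under 50% at every dose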;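 also: plate controls were DMSO full reaction for no effect and no enzyme background for full effect; strong numbers were not always called active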
# Dynein transport cytoplasmic EGFP: further read-out of Dynein transport, marked with its call; z-score; measured here: cytoplasmic GR-EGFP intensity; active compounds read high
# Dynein transport nuclear GR-EGFP: second read-out of Dynein transport, no call of its own (marks repeat the call); z-score; measured here: nuclear GR-EGFP intensity;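 lower value marks the stronger effect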
# Dynein transport cell count: further read-out of Dynein transport, marked with its call; z-score; measured here: cell count per field
# Ins promoter up cell count: further read-out of Ins promoter up, marked with its call; cell count; measured here: cytotoxicity, nuclei count;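 total cells summed across four imaged fields per well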
# Lipid droplet cells 6.5 µM: second read-out of Lipid droplet, no call of its own (marks repeat the call); cell count; measured here: cell count, cytotoxicity flag;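 cells counted across two imaged fields per well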
# MT stabilizer Hoechst-high %: recorded beside MT stabilizer, whose call it bears; % Hoechst-high responders; measured here: nuclear condensation Hoechst responders;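 share of cells brighter than vehicle mean plus two SD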
# MT stabilizer cytotoxicity %: also measured in MT stabilizer; calls as there; toxicity, %; measured here: cytotoxicity by cell density;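 0% = mean cell density of plate MIN control wells and 100% = no cells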
# Autophagy mod cell loss 18 h: second read-out of Autophagy mod, no call of its own (marks repeat the call); toxicity, %; measured here: cell loss, nuclei count;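 cell loss after 18 h compound exposure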
# An asterisk follows results filed as active; i = inactive; ? = inconclusive; · = not tested or not shown; + = active, no number.
SMILES,P. falciparum M17LAP,Ins promoter up,Ins promoter up cell count,Yfh1-off respiration,MT stabilizer,MT stabilizer Hoechst-high %,MT stabilizer cytotoxicity %,Dynein transport,Dynein transport cytoplasmic EGFP,Dynein transport nuclear GR-EGFP,Dynein transport cell count,Autophagy mod,Autophagy mod cell loss 18 h,Lipid droplet,Lipid droplet cells 6.5 µM,ER stress rescue,M1AAP inhibition
O=C(Cn1cccc1C(=O)c1ccccc1)NCCN1CCCCCC1,15%,-1,1418,i,3.4,1.7,4.4,-0.1,-0.13,0.24,-0.38,i,-10,·,·,-0.3%,16%
CCCc1cc(=O)[nH]c(Nc2ccc(N3CCCCC3)cc2)n1,-5%,-1.1,1022,i,3.2,2.3,5.5,-0.082,-0.14,0.061,-0.61,i,4,-14,724,-2.0%,5%
O=C(O)C(Cc1cc(Cl)ccc1Cl)Sc1nc2ccccc2[nH]1 (centres undefined),-5%,0.19,1053,i,·,·,·,-0.64,0.36,-0.25,0.42,·,·,-17,630,·,6%
CCOc1ccc(S(=O)(=O)N/N=C2/CC(c3ccccc3)Oc3ccccc32)cc1 (centres undefined),1%,-1.1,921,i,1.6,1.5,17,0.082,-0.04,0.36,0.7,i,-28,-3,771,-1.6%,5%
COc1cccc(/C=N/NC(=O)C(=O)NCc2ccco2)c1OC,-2%,0.39,1289,i,3.2,1.8,2.0,2.3,-0.16,1.6,-1.7,i,6,-12,649,-1.6%,8%
O=C(CSc1nnc(-c2ccc(F)cc2)n1-c1ccccc1)NCCN1C(=O)CSC1=O,14%,0.25,1311,i,4.8,2.7,5.1,-0.41,-0.25,-0.45,0.78,i,6,8,655,-7.0%,6%
COc1ccc(OC)c(-c2cc(C(=O)N3CCN(c4ccccc4)CC3)no2)c1,4%,-0.99,935,i,6.1,1.7,2.9,-0.67,-0.25,-0.33,0.41,·,·,·,·,2.4%,8%
COc1ccccc1C(=O)N(Cc1ccco1)C1CCS(=O)(=O)C1 (centres undefined),4%,0.7,1250,i,3.0,2.4,11,-0.5,-0.2,-0.0086,-0.4,i,8,-1,769,-3.5%,5%
CCOC(=O)CC(=O)NC(C)(C)CCCCC(C)(C)NC(=O)CC(=O)OCC,-13%,-0.41,1048,i,·,·,·,-0.54,-0.27,0.11,1,·,·,3,686,·,-1%
COc1ccccc1NS(=O)(=O)c1cccc(NC(=O)Nc2ccccc2)c1,1%,·,·,i,5.7,2.8,4.9,-0.68,-0.31,-0.47,0.48,i,6,-34,600,-2.2%,2%
CC1(C)CC2CC(C)(CN2C(=O)c2ccccc2)C1 (centres undefined),1%,-0.42,1564,i,3.2,1.7,5.4,-0.083,-0.29,-0.11,0.98,i,2,-37,609,-2.4%,0%
O=C1C(=O)N(CC(=O)N2CCCC2)c2ccccc21,-10%,0.85,1544,i,1.6,1.8,8.6,-0.34,-0.32,-0.11,1.2,i,7,0,658,-2.2%,-1%
CC(Cc1cccs1)NC(=S)Nc1ccccc1 (centres undefined),-8%,-0.14,1206,i,1.9,2.5,1.5,0.34,-0.28,-0.25,-0.26,i,8,16,619,10%,-3%
Cc1cc(-c2n[nH]c(=S)o2)c(C)n1-c1ccccc1,-3%,0.04,1371,i,2.5,2.1,3.2,0.33,-0.23,-0.8,-0.11,i,-1,·,·,-3.7%,?
CCS(=O)(=O)C1=NSC2=NC(=O)/C(=C\c3cc(C)n(-c4cccc(OC)c4)c3C)C(=N)N21,4%,·,·,i,2.4,1.4,8.3,-0.35,-0.27,-0.062,0.51,i,-12,-10,753,-0.8%,11%
Cn1c(SCc2ccccn2)nnc1-c1cnccn1,8%,-0.36,1400,i,3.6,1.7,2.1,-0.65,-0.23,-0.017,0.41,i,-8,·,·,-1.9%,9%
CCOC(=O)N1CCN(C(=O)c2ccc(OC)c(OC)c2)CC1,15%,-0.57,1557,i,1.9,2.4,3.5,-0.44,-0.26,-0.86,0.33,i,-4,·,·,-0.5%,4%
CCCCCCCN=C(C)c1ccccc1O,2%,-0.3,1329,i,·,·,·,0.28,-0.27,0.043,0.16,·,·,-10,695,·,0%
COc1ccc(OC)c(/C=N/n2c(-c3n[nH]c4c3CCC4)n[nH]c2=S)c1,-6%,0.52,1545,i,·,·,·,0.65,-0.28,0.28,-0.28,·,·,-22,658,·,5%
O=C(NCCO)/C(=C\c1ccc(Br)cc1)NC(=O)c1cccs1,1%,0.3,1419,i,1.1,2.4,13,-0.38,-0.22,-0.12,0.6,i,0,6,723,-2.5%,6%
Cc1cccc2c1CC(C)(C)N=C2C1=C(O)CC(C)(C)CC1=O,-14%,0.99,1508,i,3.4,1.5,1.0,0.59,-0.053,-0.3,-0.77,i,-5,·,·,-2.0%,-3%
Cc1ccc(Nc2nnc(SCC(=O)Nc3ccccc3[N+](=O)[O-])s2)cc1,26%,0.96,1394,i,5.9,2.7,8.0,0.73,-0.19,0.16,-0.51,i,30,-4,410,-2.6%,1%
CCNC(=O)C(=O)Nc1ccc(OC)c(Cl)c1,16%,-0.37,1262,i,2.1,2.8,6.6,1.5,-0.2,0.95,-1.2,i,25,-6,713,-0.2%,-1%
Cn1cnnc1SCc1ccccc1[N+](=O)[O-],4%,0.02,1076,i,·,·,·,-0.25,-0.31,-0.25,0.39,·,·,-5,582,·,4%
O=C(c1ccccc1)c1nn(-c2ccc(Cl)cc2)cc1C(=O)c1cc2ccccc2oc1=O,-5%,0.23,1037,·,3.1,1.5,9.2,-0.085,0.1,0.4,1.2,i,10,-1,749,-0.1%,2%
# The list goes on:
SMILES,P. falciparum M17LAP,Ins promoter up,Ins promoter up cell count,Yfh1-off respiration,MT stabilizer,MT stabilizer Hoechst-high %,MT stabilizer cytotoxicity %,Dynein transport,Dynein transport cytoplasmic EGFP,Dynein transport nuclear GR-EGFP,Dynein transport cell count,Autophagy mod,Autophagy mod cell loss 18 h,Lipid droplet,Lipid droplet cells 6.5 µM,ER stress rescue,M1AAP inhibition
O=C(CC1(O)C(=O)Nc2ccccc21)c1ccccc1 (centres undefined),9%,0.83,1872,i,4.5,1.7,6.2,1.6,-0.065,1.3,-0.76,i,11,-4,651,-0.6%,1%
O=C(Nc1ccc(Cl)cc1)Nc1ccc(Oc2cccnc2)nc1,-5%,·,·,i,·,·,·,-0.41,-0.31,-0.61,1.6,·,·,2,755,·,0%
Oc1ccccc1C(=S)N1CCCCC1,1%,0.77,1300,i,4.5,2.3,11,-0.075,-0.2,0.29,-0.27,i,-11,·,·,2.0%,10%
COc1ccc(OCC(=O)N2CCN(S(=O)(=O)c3ccc(Cl)cc3)CC2)cc1,6%,-0.82,1011,i,1.3,0.9,13,-0.5,0.018,-0.3,0.35,i,-6,-1,748,2.5%,13%
Cc1sc2ncn(CCn3cnc4sc(C)c(C)c4c3=O)c(=O)c2c1C,-5%,-1.2,1292,i,3.7,3.3,0.5,-0.39,0.12,-0.35,2.6,i,29,-1,752,-1.1%,1%
Clc1ccc(-c2nnc(-c3ccccc3)c(-c3c[nH]c4ccccc34)n2)cc1,3%,-0.05,987,i,·,·,·,2,0.13,2,-2.3,·,·,-1,691,·,2%
Cc1cc(C)n(-c2nnc(C)n2/N=C/c2ccccc2O)n1,5%,-0.21,782,·,1.7,1.8,3.0,-0.87,-0.11,-0.26,0.17,i,-2,-3,783,-0.5%,11%
CCC/C(O)=C1\C(=O)CC(C)(C)CC1=Nc1ccc(OC)cc1OC,-4%,·,·,i,53,19,73,2.9,-0.16,1.2,-1.4,i,4,·,·,2.3%,0%
Cc1[nH]c2c(C)cccc2c1CC(=O)O,1%,1.4,1244,i,1.9,2.5,5.6,0.024,-0.19,-0.13,0.055,i,-2,35,775,-2.1%,-2%
CCN(CC)S(=O)(=O)c1ccc(OC)c(NC(=S)Nc2cccc(C)c2C)c1,4%,0.17,1275,i,1.0,3.4,6.8,-0.57,-0.3,-0.61,1.1,i,6,1,483,0.2%,6%
COc1ccccc1C(=O)NC(=O)CSc1cccc[n+]1[O-],-1%,-0.86,1455,i,1.5,2.0,6.9,-0.084,-0.28,0.15,-0.35,i,-2,3,697,-1.1%,6%
CCOc1cccc(-c2nc3cc(C)ccc3o2)c1,-3%,0.34,1324,i,4.4,2.5,5.6,0.15,0.12,0.31,0.66,i,-19,·,·,0.2%,-4%
O=C(/C=C/c1cn(CC(O)CN2CCCCC2)c2ccccc12)c1cccs1 (centres undefined),26%,4.6*,1058*,?,4.2,4.7,1.4,-0.64,-0.095,-0.49,0.64,+,-2.0*,-17,613,1.2%,16%
O=C(NCCOc1ccccc1-c1ccccc1)c1ccco1,·,-0.63,1415,i,2.0,0.7,8.1,1,-0.19,1.3,-0.67,i,2,-2,680,4.0%,·
C=CCN(C(=O)c1cc(C)cc(C)c1)C1(C(=O)Nc2ccccc2)CCN(C(C)C)CC1,-2%,0.06,1335,i,2.0,1.0,3.2,0.16,-0.15,0.13,0.36,i,-8,2,700,0.0%,3%
CN(C)S(=O)(=O)c1ccc(C(=O)Nc2ccc(CCC(=O)N3CCCC3)cc2)cc1,7%,0.57,1267,i,2.9,1.7,5.4,-0.8,-0.25,-0.58,-0.27,i,0,5,724,-1.2%,7%
O=C(Cn1c(=S)[nH]c2ccccc21)c1ccccc1,1%,0.15,1385,i,4.4,2.1,0.4,0.58,-0.11,0.41,3.1,i,-1,12,679,8.7%,1%

# Screening results from PubChem.
